Assay outcomes (PubChem)
AmpC inh detg: qHTS Inhibitors of AmpC Beta-Lactamase (assay with detergent). P00811. AmpC hydrolysis of nitrocefin, absorbance 480 nm, 0.01% Triton. Potency, µM (highest dose often 114 µM), for inactives: top-dose activity change, negative = inhibition, actives largely listed as inhibitors. 0.041% of 370,000 active;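 also: potency is read from the fitted curve at half-maximal effect; 0% = no-compound wells and -100% = no-enzyme wells; nearly all actives have a fitted effect of over 25% in size; some results filed as inactive show a strong effect at the top dose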
Target sequence (P00811 whole entry, looked up): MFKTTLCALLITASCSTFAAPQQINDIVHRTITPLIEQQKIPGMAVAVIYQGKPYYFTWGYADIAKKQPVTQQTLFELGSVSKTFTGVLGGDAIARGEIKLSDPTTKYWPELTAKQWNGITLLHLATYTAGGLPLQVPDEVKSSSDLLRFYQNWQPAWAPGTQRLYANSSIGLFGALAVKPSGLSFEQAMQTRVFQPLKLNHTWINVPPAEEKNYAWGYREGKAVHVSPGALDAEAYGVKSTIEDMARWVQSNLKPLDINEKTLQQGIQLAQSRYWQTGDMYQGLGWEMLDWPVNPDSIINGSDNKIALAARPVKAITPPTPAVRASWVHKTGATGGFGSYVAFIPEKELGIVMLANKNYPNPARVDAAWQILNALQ
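AmpC (5.3 nM in the dispensed reagent) in 20 mM phosphate pH 7.0 with 0.01% (detergent screen) or 0.0001% Triton X-100 was preincubated with compounds for 15 min at room temperature. Nitrocefin was then added from an 800 uM solution, and hydrolysis was followed at 480 nm.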
AmpC no deterg: qHTS Inhibitors of AmpC Beta-Lactamase (assay without detergent) | P00811 | AmpC nitrocefin hydrolysis, absorbance 480 nm, 0.0001% Triton | Potency, µM (doses to about 57.1 µM), for inactives: at the top dose activity change, negative = inhibition, most hits filed as inhibitors | 0.52% of 330,000 active | AID 485341, 2010;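 also: potency is read from the fitted curve at half-maximal effect; plate controls were no compound for no effect and no enzyme for full effect; nearly all actives have a fitted effect of over 20% in size; some results filed as inactive show a strong effect at the top dose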
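AmpC (5.3 nM in the dispensed reagent) in 20 mM phosphate pH 7.0 with 0.01% (detergent screen) or 0.0001% Triton X-100 was preincubated with compounds for 15 min at room temperature. Nitrocefin was then added from an 800 uM solution, and hydrolysis was followed at 480 nm.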
AMA1 RON2 block: qHTS for Inhibitors of AMA1-RON; Towards Development of Antimalarial Drug Lead: Primary Screen; Potency, µM (series often up to 58.2 µM), for inactives: at the highest dose activity change, negative = inhibition, actives largely listed as inhibitors; 0.2% of 360,000 active; AlphaScreen AMA1-biotinylated RON2 peptide binding;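 also: potency is read from the fitted curve at half-maximal effect; 0% = vehicle wells and -100% = peptide control; nearly all actives have a fitted effect of over 45% in size; some results filed as inactive show a strong effect at the top dose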
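AMA1 (3D7) with his tag at 25 nM final met compounds first, then biotinylated RON2 peptide at 25 nM; detection used donor plus acceptor beads, 10 µg/mL apiece, read by AlphaScreen after 30 min at room temperature.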
Sm TGR inh: qHTS Assay for the Inhibitors of Schistosoma Mansoni Peroxiredoxins | Schistosoma mansoni thioredoxin glutathione reductase (TGR), Q962Y6 | purified TGR, DTNB reduction, TNB absorbance 405 nm | Potency, µM (highest dose often 114 µM), inactives show at the top dose activity change, negative = inhibition, most hits filed as inhibitors | 3% of 360,000 active | AID 485364, 2010; also: potency is read from the fitted curve at half-maximal effect; nearly all actives have a fitted effect of over 60% in size
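TGR 20 nM + NADPH 100 uM (dispensed conc.), cpd preinc 15 min RT; start with NADPH (500 uM addition) then DTNB (15 mM addition). Kinetic TNB absorbance, 405 nm filter. Four-parameter Hill fit across titration.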
Giardia FBPA inh: qHTS Assay for Inhibitors of Fructose-1,6-bisphosphate Aldolase from Giardia Lamblia; purified Giardia FBPA; Potency, µM (top dose mostly 59.6 µM), for inactives: at the top dose activity, negative = inhibition, usual class: inhibitors; 0.71% of 290,000 active; also: potency is read from the fitted curve at half-maximal effect; nearly all actives have a fitted effect of over 55% in size
Target sequence (A8B2U2 whole entry, looked up): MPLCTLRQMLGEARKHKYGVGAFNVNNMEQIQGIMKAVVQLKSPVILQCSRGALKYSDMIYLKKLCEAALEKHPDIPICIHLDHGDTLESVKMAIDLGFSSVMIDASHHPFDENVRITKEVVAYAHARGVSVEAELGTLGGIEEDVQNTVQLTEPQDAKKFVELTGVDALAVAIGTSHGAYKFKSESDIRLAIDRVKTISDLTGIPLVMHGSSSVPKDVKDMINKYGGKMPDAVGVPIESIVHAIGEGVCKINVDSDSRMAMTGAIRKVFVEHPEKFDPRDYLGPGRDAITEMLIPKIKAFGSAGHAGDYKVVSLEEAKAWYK
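Giardia FBPA (40 nM reagent) was preincubated 10 min at RT with compound (up to 57.5 uM final), then substrate plus GAPDH/TPI/NAD/arsenate coupling system with diaphorase/resazurin was added; resorufin fluorescence (525/598 nm) was read after 20 min.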
HCMV inh: qHTS Assay for inhibitors of the human cytomegalovirus (HCMV) | activity change, negative = inhibition, % at 57.5 µM | HFF cells, HCMV-luciferase reporter, 72 h; hits give low values | 4.5% of 410,000 active; in the data active = activity change below about -60%; inconclusive = no clear call, values can overlap the other calls; inactive = above about -39%
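Cell-based, HFFs, 1000 cells/well, 16 h 37C; cpds in DMSO + HCMV-luc, MOI 1 PFU/cell; 72 h 37C; OneGlo luminescence after 5 min RT; norm. to buffer vs Salinomycin 10uM.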
The depositor's hits bear a star; u = inconclusive; x = not tested or not shown; & = joins results of further samples; [ ] = remark or other dose. Unless noted, calls follow the shape of the dose curve; as a rule, active = well fitted curve in the direction sought with a large enough effect; inconclusive = small, poorly fitted or top-dose-only effect, or another doubt; inactive = no such curve, though single readings can be large; an effect the other way counts as inactive or inconclusive. Unless noted, % is scaled to controls: 0 for no effect and ±100 for the full control effect.

Value order: AmpC inh detg	AmpC no deterg	AMA1 RON2 block	Sm TGR inh	Giardia FBPA inh	HCMV inh
- Nc1nnc(SCC(=O)N2CCN(c3ccccc3)CC2)s1
→ u	-21%	-19%	-14%	3%	10
- CCN(CC)C(=O)c1sc2c(c1C)c(=O)n(-c1ccc(OC)cc1OC)c(=O)n2CC(=O)c1ccccc1
→ 2%	170%[activator]	4%	-1%	3%	u
- CCOc1ccc(Nc2nc(N)c([N+](=O)[O-])c(NCc3ccccc3)n2)cc1
→ 1%	-26%	-18%	17%	-6%	-18
- COCCN(C(=S)Nc1ccc(C)c(C)c1)C(C)c1ccco1 (centres undefined)
→ -14%	-15%	1%	4%	-9%	u
- COc1ccc(C(OC(=O)c2cccs2)C(=O)NCC2CCCO2)cc1 (centres undefined)
→ 2%	-7%	0%	-2%	2%	30
- COc1ccc(CCNC(=O)C(=O)NCC2OCCN2S(=O)(=O)c2ccccc2)cc1 (centres undefined)
→ -14%	-7%	17%	0%	-13%	-15
- CCc1ccc(S(=O)(=O)NCc2ccc3c(c2)CCN3C(=O)c2ccc(C)cc2)cc1
→ -6%	x	x	-12%	x	52
- CC(=O)COc1c(-c2ccco2)oc2ccccc2c1=O
→ u	-2%	-6%	-43%	1%	18
- CCOc1cccc(/C(O)=C2/C(=O)C(=O)N(Cc3ccco3)C2c2ccncc2)c1 (centres undefined)
→ -7%	-24%	3%	u	-12%	30
- COc1cc(NC(=O)C/C(C)=N/NC(=O)Cc2ccc(Cl)cc2)c(OC)cc1Cl
→ -15%	83%[activator]	22%	-2%	0%	-32

Further compounds.
Value order: AmpC inh detg	AmpC no deterg	AMA1 RON2 block	Sm TGR inh	Giardia FBPA inh	HCMV inh
- Cc1ccc(S(=O)(=O)NCCC(=O)Nc2ccc(Cl)c(Cl)c2)cc1C
→ -2%	25%	-1%	0%	-8%	-11
- CC(=O)c1cccc(NC(=O)c2ccco2)c1
→ u	-17%	-4%	1%	-1%	-23
- CC(C)NC(=O)c1ccc(COCC(F)(F)C(F)F)cc1
→ 2%	12%	3%	0%	-4%	19
- C[C@@H](C(=O)Nc1ccc2ccccc2c1)[C@H]1C[C@]1(C)[C@H](NC(=O)c1cccnc1)c1ccccc1
→ -9%	33%	1%	-2%	-8%&-8%	2
- COc1ccc(-n2cnc3cc(C(=O)NCCC4=CCCCC4)ccc32)cc1
→ 5%	x	x	8%	x	-17
- CC(C)OC(=O)Nc1ccc(Oc2c(F)c(F)c(F)c(F)c2F)cc1
→ -14%	-16%	-6%	0%	0%	-22
- COc1cc(Br)c(CCNC(=O)Cc2ccccc2)cc1OC
→ -5%	-4%	0%[11.6 µM]	-14%	4%	-3
- CCOCCn1c(=O)c2c(nc3n2CCCN3Cc2ccccc2)n(C)c1=O
→ -2%	-1%	-5%	1%	-5%	u
- Cc1cccc(NC(=O)C2CCN(S(=O)(=O)c3ccc4c(c3)C(C)(C)C(=O)N4C)CC2)c1C
→ -11%	39%	-2%	0%	-3%	4
- Cc1c(-c2ccc(Br)cc2)c(=O)oc2ccc(OC(=O)N3CCOCC3)cc12
→ 2%	x	x	20%	x	-32

2 of these compounds in another layout.
structure | AmpC inh detg | AmpC no deterg | AMA1 RON2 block | Sm TGR inh | Giardia FBPA inh | HCMV inh
CC(C)NC(=O)c1ccc(COCC(F)(F)C(F)F)cc1 | 2% | 12% | 3% | 0% | -4% | 19
C[C@@H](C(=O)Nc1ccc2ccccc2c1)[C@H]1C[C@]1(C)[C@H](NC(=O)c1cccnc1)c1ccccc1 | -9% | 33% | 1% | -2% | -8%&-8% | 2

Further structures
Value order: AmpC inh detg	AmpC no deterg	AMA1 RON2 block	Sm TGR inh	Giardia FBPA inh	HCMV inh
- COc1ccc(C2C=C(c3ccc(C)cc3)Nc3c(C(=O)Nc4ccccc4)cnn32)cc1 (centres undefined)
→ -3%	x	x	-4%	x	-24
- COc1ccc(Cl)cc1S(=O)(=O)N1CCCC(C(=O)NCc2ccncc2)C1 (centres undefined)
→ -6%	-9%	-4%	-1%	0%	41
- C/C(CC(=O)Nc1cccc2c1CCCC2)=N\NC(=O)Cc1ccccc1
→ 2%	7%	64%[activator]	3%	-9%	-30
- O=C(CSc1ncc2c(n1)-c1ccccc1N(Cc1ccccc1)S2(=O)=O)Nc1ccccc1
→ -1%	x	x	10%	x	3
- CC(C)Oc1ccc(/C=C/C(=O)NCC2COc3ccccc3O2)cc1 (centres undefined)
→ 4%	-14%	0%	16%	-9%	10
- CCOC(=O)c1c(C)sc(-c2c(-c3ccc4c(c3)OCCO4)[nH]c3c2c(=O)n(C)c(=O)n3C)c1O
→ 11%	x	x	-3%	x	-3
- CCC(C)Nc1nc2c(c(=O)n(C)c(=O)n2C)n1Cc1ccc(F)cc1 (centres undefined)
→ u	8%	4%	1%	-3%	12
- COc1ccc(OCc2cc(C(=O)N3CCCC(O)C3)no2)c2ccccc12 (centres undefined)
→ -8%	102%[activator]	-2%	u	x	108
- CCOC(=O)C1CCN(CC(C)(C)NS(=O)(=O)c2ccc(Cl)cc2)CC1
→ 6%	-2%	-23%	7%	u	-30
- CN1CCN(c2nc(N3CCN(c4ccccc4)CC3)ncc2F)CC1
→ -2%	12%	-11%	-21%	0%	-29

Reprinted at random: three entries already listed
Value order: AmpC inh detg	AmpC no deterg	AMA1 RON2 block	Sm TGR inh	Giardia FBPA inh	HCMV inh
- CCOC(=O)C1CCN(CC(C)(C)NS(=O)(=O)c2ccc(Cl)cc2)CC1
→ 6%	-2%	-23%	7%	u	-30
- CCOC(=O)c1c(C)sc(-c2c(-c3ccc4c(c3)OCCO4)[nH]c3c2c(=O)n(C)c(=O)n3C)c1O
→ 11%	x	x	-3%	x	-3
- COc1ccc(C2C=C(c3ccc(C)cc3)Nc3c(C(=O)Nc4ccccc4)cnn32)cc1 (centres undefined)
→ -3%	x	x	-4%	x	-24

Additional records
Value order: AmpC inh detg	AmpC no deterg	AMA1 RON2 block	Sm TGR inh	Giardia FBPA inh	HCMV inh
- O=C(NCc1cccnc1)c1cc(Sc2ccccc2Cl)nc2ccccc12
→ 0%	144%[activator]	-10%	3%	-4%	u
- O=C(NCc1ccccn1)c1cc2cc(Br)ccc2oc1=O
→ u	-9%	16%	1%	3%	-12
- O=C(Nc1ccccc1F)c1ccc(S(=O)(=O)N2CCCCCC2)cc1
→ -8%	-21%	9%	-1%	x	-2
- Cc1ccc2c(c1)N(C(=O)CCC(=O)NCc1cccc(Cl)c1)CC(C)O2 (centres undefined)
→ 7%	89%[activator]	4%	12%	-11%	-7
- Cc1ccccc1C(=O)N1CCC(C(=O)NC2CCCC2)CC1
→ 1%	1%	-13%	4%	-6%	-7
- O=C(Nc1cccc(Cl)c1)Nc1cccc(Cl)c1
→ 0%	-14%	3%	-8%	-7%	u
- Cc1cc(NC(=O)CN2C(=O)NC3(CCC(C)CC3)C2=O)no1 (centres undefined)
→ -6%	-34%	1%	-6%	3%	-39
- COc1cc(NC(=O)c2cc3c(=O)n(Cc4cccs4)ccc3nc2C)cc(OC)c1OC
→ 15%	x	x	1%	x	-2
- CC1Oc2ccccc2N(Cc2ccccc2F)C1=O (centres undefined)
→ -12%	-3%	x	-19%	-2%	10
- O=C(CN1C(=O)c2ccccc2C1=O)Nc1ccc(Cl)cn1
→ 4%	-15%	-12%	6%	2%	-2

Going on with the list:
Value order: AmpC inh detg	AmpC no deterg	AMA1 RON2 block	Sm TGR inh	Giardia FBPA inh	HCMV inh
- COc1ccc(Cc2nnc(SCC(=O)c3c(N)n(C4CC4)c(=O)[nH]c3=O)o2)cc1
→ 5%	-8%	-3%	-16%	x	11
- O=C1CCCCN1CC(=O)N1CCCC(N2CCN(c3ccccc3F)CC2)C1 (centres undefined)
→ 4%	-2%	3%	-35%	6%	-2
- O=[N+]([O-])c1ccc(F)cc1Oc1nc(-c2cccnc2)nc2ccccc12
→ u	138%[activator]	-2%	-2%	-4%	15
- CCOC(=O)CNC(=O)CSc1nnc(-c2ccco2)n1N
→ -14%	-11%	0%	-13%	6%	-14
- C=C(C)CC(NCc1ccco1)c1ccc(OC)cc1 (centres undefined)
→ -1%	-9%	1%	0%	0%	29
- COc1ccc(OC)c(C(=O)CC2(O)C(=O)N(Cc3ccccc3C)c3ccccc32)c1 (centres undefined)
→ -6%	x	x	4%	x	4
- O=C(CC(SCCO)c1ccc2c(c1)OCO2)c1ccco1 (centres undefined)
→ 0%	-12%	3%	-30%	2%	20
- COC(=O)c1c(-c2cccs2)csc1NC(=O)c1cc(OC)cc(OC)c1
→ 19%	x	x	7%	x	-9
- CN(C)C(CNC(=O)c1ccc2nccnc2c1)c1ccco1 (centres undefined)
→ x	0%	-3%	x	x	14
- O=C(N/N=C/c1ccccc1F)c1csc2c1CCCC2
→ 8%	-28%	16%	-21%	3%	41

The listing continues.
Value order: AmpC inh detg	AmpC no deterg	AMA1 RON2 block	Sm TGR inh	Giardia FBPA inh	HCMV inh
- Cc1nc2ccc(-n3ccc(=O)cc3)cc2s1
→ -5%	-8%	2%	-24%	0%	156
- Cc1ccccc1CN(C)C(C)C(=O)Nc1ccccc1F (centres undefined)
→ -3%	36%	23%	-12%	0%	-38
- NS(=O)(=O)c1ccc(CCNC(=O)COC(=O)/C=C/c2ccccc2Cl)cc1
→ -1%	-10%	9%	-2%	-7%	41
- Cc1ccc2nc(NC(=O)c3ccc4c(c3)OCO4)sc2c1
→ -6%	-35%	-4%	-23%	-3%	32
- Cn1cc(CN2CCC(n3nccc3NC(=O)CCOc3ccccc3)CC2)cn1
→ -13%	0%	7%	-12%	-4%	0
- COc1ccc(NC(=O)CN(C)C(=O)c2cc3c(cc2Cl)N2CCCCCC2=NS3(=O)=O)cc1
→ u	-10%	-11%	-14%	x	-13
- CCN(Cc1ccccc1)C(=O)CCc1c(C)nc2c(c(C)nn2-c2ccc(C)c(C)c2)c1C
→ -8%	x	x	1%	x	15
- Cc1ccc(NC(=O)CSCC(=O)NCCc2ccccc2)c(C)c1
→ -23%	0%	-1%	-13%	x	-9
- CC1(C)C(=O)Nc2ccccc2N1C(=O)COC(=O)CNS(=O)(=O)c1ccc(F)c(F)c1F
→ u	-21%	0%	-2%	x	0
- CN(/C=C/C(=C\C=[N+](C)c1ccccc1)OCCCS(=O)(=O)[O-])c1ccccc1
→ -1%	-9%	-25%	-16%	u	3

New compounds follow.
Value order: AmpC inh detg	AmpC no deterg	AMA1 RON2 block	Sm TGR inh	Giardia FBPA inh	HCMV inh
- O=C1CNC(=S)N1Cc1ccc(F)cc1
→ u	-28%	33%[activator]	-17%	16%	x
- O=C(NC1CCC(NC(=O)C(F)(F)C(F)F)CC1)C(F)(F)C(F)F (centres undefined)
→ -10%	-13%	11%	16%[11.4 µM]	1%	66
- O=C(NCc1ccc(F)cc1)N1CCc2ccccc2C1
→ 7%	3%	14%	9%	2%	-1
- CC1CCN(CC(=O)Nc2ccccc2-c2ccccc2)CC1
→ u	20%	3%	0%	-5%	-13
